Compound activity: PubChem, National Center for Advancing Translational Sciences (NCATS)
GLA spleen mod = alpha-galactosidase A (human) modulation. AID 2107. Potency, µM (titrated, usually from 80 µM), for inactives: at the highest dose activity change, negative = inhibition, usual class: inhibitors. P06280. hit rate 0.008% among 240,000. human spleen homogenate, 4MU-alpha-Gal fluorescence, 40 min;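 note: 0% = enzyme with vehicle and -100% = no enzyme basal signal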
Target sequence (P06280 32-429 limits assumed): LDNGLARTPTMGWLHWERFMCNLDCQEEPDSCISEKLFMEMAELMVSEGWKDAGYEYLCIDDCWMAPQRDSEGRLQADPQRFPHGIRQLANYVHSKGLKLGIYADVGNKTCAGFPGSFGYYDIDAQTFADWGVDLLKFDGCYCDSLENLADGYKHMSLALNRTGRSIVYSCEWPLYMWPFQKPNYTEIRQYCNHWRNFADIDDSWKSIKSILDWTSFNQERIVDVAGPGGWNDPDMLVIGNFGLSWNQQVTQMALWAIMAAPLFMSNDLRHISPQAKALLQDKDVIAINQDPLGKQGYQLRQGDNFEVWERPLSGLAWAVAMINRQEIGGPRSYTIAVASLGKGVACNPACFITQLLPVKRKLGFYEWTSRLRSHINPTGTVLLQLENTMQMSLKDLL
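Inhibition or activation of alpha-galactosidase in human spleen homogenate is scored by 4-MU fluorescence after 40 min at 37C, pH 5.0, with 1 mM substrate. AC50s come from concentration-response fitted to the Hill equation.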
GAA inhib = alpha-glucosidase (human) inhibition; purified human GAA, 4-MU-alpha-glucoside fluorescence; P10253; hit rate 0.005% among 200,000; Potency, µM (series often up to 76.9 µM), for the others: at the highest dose activity change, negative = inhibition, actives largely listed as inhibitors; AID 1466;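 note: plate controls were uninhibited enzyme wells for no effect and no-enzyme background for full effect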
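Human enzyme at 4 nM with 400 uM 4-methylumbelliferyl-alpha-D-pyranoside, citrate/phosphate buffer pH 5.0, 0.005% Tween-20, 20 min at room temperature. Compounds up to 77 uM. 4-MU fluorescence (Ex 365/Em 440) read after NaOH/glycine stop; AC50 from Hill fit.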
Tau fluor cs = counter-screen for tau fibril formation inhibitors | Potency, µM (top dose mostly 57.7 µM), for inactives: at the top dose activity change, negative = decrease | hit rate 0.93% among 280,000 | AID 1463 | tau K18 P301L Alexa594 fluorescence, heparin fibrillization; note: % is set by controls: 0 for no effect and ±100 for the full control effect; nearly all actives have a fitted effect of over 55% in size
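Human tau K18 P301L (15 uM unlabeled, 0.24 uM Alexa 594-labeled) in 100 mM sodium acetate pH 7 with 20 uM heparin, 6 hr at 37 C. ThT 30 uM added, 1 hr ambient; Alexa 594 FP and total fluorescence read at 555/632 nm.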
GAA spleen mod = inhibits or activates alpha-glucosidase in human spleen homogenate; P10253; human spleen homogenate, 4-MU-alpha-glucoside fluorescence; Potency, µM (top dose mostly 79.9 µM), for inactives: at the top dose activity change, negative = inhibition, hits mostly inhibitors; hit rate 0.006% among 240,000;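 note: 0% = enzyme with vehicle and -100% = no enzyme basal signal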
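Human spleen homogenate (1 ug) with 4-methylumbelliferyl-alpha-D-glucopyranoside (1 mM final) in 50 mM citrate/phosphate pH 5.0, 0.01% Tween-20; 40 min at 37 C. Stopped at pH 10; 4-MU fluorescence Ex 365/Em 440 nm; AC50 by Hill fit.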
NPSR antag = neuropeptide S receptor (human) antagonism, cAMP; Q6W5P4; CHO-NPSR cells, cAMP TR-FRET, antagonist mode; Potency, µM (series often up to 38.3 µM), without a hit: at the top dose activity change, negative = inhibition, usual class: inhibitors; hit rate 1% among 220,000; note: % is set by controls: 0 for no effect and ±100 for the full control effect; nearly all actives have a fitted effect of over 50% in size; many of its hits are not listed in these tables
GAA glycogen = GAA glycogen-cleavage inhibition or activation | P10253 | recombinant GAA, glycogen substrate, Amplex Red glucose oxidase fluorescence | Potency, µM (highest dose often 76.4 µM), for inactives: top-dose activity change, negative = inhibition, usual class: inhibitors | hit rate 0.38% among 300,000 | AID 2100;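 note: 0% = full enzyme reaction and -100% = no-enzyme basal signal; the screen sought inhibitors and activators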
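Recombinant human enzyme (4 nM); glycogen substrate; 37 C, 40 min, pH 5.0. Readout: coupled glucose oxidase/Amplex Red fluorescence.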
ALDH1A1 inh = inhibitors of human aldehyde dehydrogenase 1A1; P00352; Purified ALDH1A1, NADH fluorescence, propionaldehyde substrate; Potency, µM (highest dose often 75.3 µM), inactives show top-dose activity, negative = inhibition, most hits filed as inhibitors; hit rate 7.3% among 220,000; AID 1030; active = well fitted inhibition curve with a large enough effect, not every such curve was filed as active; inconclusive = small, poorly fitted or top-dose-only effect, or another doubt; inactive = no such curve, though single readings can be large or run the other way;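 note: plate controls were no enzyme wells and a reference inhibitor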
Target sequence (P00352 whole entry, looked up): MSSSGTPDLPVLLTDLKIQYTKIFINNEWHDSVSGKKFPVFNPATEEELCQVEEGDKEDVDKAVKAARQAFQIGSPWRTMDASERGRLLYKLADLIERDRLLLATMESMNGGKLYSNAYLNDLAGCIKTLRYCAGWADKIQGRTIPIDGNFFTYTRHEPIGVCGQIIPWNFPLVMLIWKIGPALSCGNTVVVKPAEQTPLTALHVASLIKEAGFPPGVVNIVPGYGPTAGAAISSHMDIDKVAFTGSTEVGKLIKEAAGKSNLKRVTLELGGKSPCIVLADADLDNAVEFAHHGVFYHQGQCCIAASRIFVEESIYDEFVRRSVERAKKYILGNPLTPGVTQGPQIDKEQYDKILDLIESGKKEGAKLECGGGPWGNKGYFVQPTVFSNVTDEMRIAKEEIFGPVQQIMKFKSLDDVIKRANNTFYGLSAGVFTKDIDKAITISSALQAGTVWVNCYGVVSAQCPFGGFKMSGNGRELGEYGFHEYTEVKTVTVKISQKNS
Epigenetic reg = epigenetic control regulation, reporter derepression; murine LDR cells, GFP reporter derepression, 30 h; Potency, µM (top dose mostly 53.9 µM), inactives show top-dose GFP activation, usual class: activators; hit rate 0.2% among 280,000; AID 1865; note: % of control where 0% means no effect; nearly all actives have a fitted effect of over 60% in size
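In this reporter-derepression format, murine cells bearing a silenced integrated CMV-GFP locus incubate with test compound (30 h, 37 C), then are washed and imaged; fluorescent objects of 20–120 um count as induced cells.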
* marks the source's active call; other numbers are inactive results; & = joins results of further samples; [ ] = dose if it differs, or a comment. Unless noted, calls come from the whole dose curve; as a rule, active = well fitted curve in the direction sought with a large enough effect; inconclusive = small, poorly fitted or top-dose-only effect, or another doubt; inactive = no such curve, though single readings can be large; an effect the other way counts as inactive or inconclusive. Potency is the fitted concentration of half-maximal effect. These rows are one share of the data. The share of hits here may be higher or lower than overall.

Results for C=CCn1c(N)cc(=O)nc1SCC(=O)NC(C)c1ccccc1 (stereo unspecified) ?
GLA spleen mod: 4.4%; GAA inhib: 5.4%; Tau fluor cs: -3.5%; GAA spleen mod: -4.1%; NPSR antag: -12.8%[46.1 µM]; GAA glycogen: -4.9%; ALDH1A1 inh: -8.8%; Epigenetic reg: -6.0%

What do the screens show for `COc1ccc(/C=N\Nc2ncc(F)c(N3CCOCC3)n2)cc1OC`?
GLA spleen mod: 4.6%; Tau fluor cs: -16.8%; GAA spleen mod: -10.6%; NPSR antag: 12.5%; GAA glycogen: inconclusive; Epigenetic reg: -0.7%

Results for CCOCCn1c(=NC(=O)c2cc3ccccc3oc2=O)sc2cc(S(N)(=O)=O)ccc21 ?
GLA spleen mod: -5.7%; GAA inhib: 3.1%; Tau fluor cs: -11.3%; GAA spleen mod: -7.1%; NPSR antag: 5.8%; GAA glycogen: -10.2%; ALDH1A1 inh: inconclusive; Epigenetic reg: 1.5%

What do the screens show for `CCOC(=O)c1ccc(NC(=O)Nc2ccc(OC)c(OC)c2)cc1`?
GLA spleen mod: -2.1%; GAA inhib: inconclusive; Tau fluor cs: 12.6µM*[quencher]; GAA spleen mod: -2.8%; NPSR antag: -7.8%[46.1 µM]; GAA glycogen: 0.7%; ALDH1A1 inh: 0.7%; Epigenetic reg: 0.0%

How did CC(=O)c1ccc(OCc2ncc(C(F)(F)F)cc2Cl)cc1 do in these assays?
GLA spleen mod: 5.5%; Tau fluor cs: -10.4%; GAA spleen mod: 1.0%; NPSR antag: 17.6%[7.67 µM]; GAA glycogen: -2.8%; Epigenetic reg: 2.4%

Results for O=c1cc[nH]c2cc(Cl)ccc12 ?
GLA spleen mod: -2.4%; GAA inhib: 7.6%; Tau fluor cs: -5.4%; GAA spleen mod: 0.6%; NPSR antag: 10.5%; GAA glycogen: 5.4%; ALDH1A1 inh: 19.3%; Epigenetic reg: -3.1%

How did Cc1ccc(Cl)cc1N1CCN(Cc2cc(=O)n3ccsc3n2)CC1 do in these assays?
GLA spleen mod: 1.5%; GAA inhib: -9.0%; Tau fluor cs: -6.9%; GAA spleen mod: -7.5%; NPSR antag: -2.1%; GAA glycogen: 1.6%; ALDH1A1 inh: 2.6%; Epigenetic reg: -1.3%

How did CCOC(=O)CN(C(=O)COc1nc(-c2ccccc2)cc(C)c1C#N)c1ccc(C)cc1 do in these assays?
GLA spleen mod: 10.0%; Tau fluor cs: -22.8%; GAA spleen mod: -8.3%; NPSR antag: 35.7%; GAA glycogen: -6.0%; Epigenetic reg: inconclusive

Results for CCCCCOC(=O)CC(C(=O)OCCCCC)N1CCCCC1 (stereo unspecified) ?
GLA spleen mod: 0.7%; GAA inhib: -13.4%; Tau fluor cs: -8.6%; GAA spleen mod: -5.8%; NPSR antag: inconclusive; GAA glycogen: -11.2%; ALDH1A1 inh: -4.5%; Epigenetic reg: -1.2%

How did O=C(NCCn1ccc2ccccc21)c1ccc2c(c1)OCO2 do in these assays?
GLA spleen mod: 1.0%; GAA inhib: 2.2%; Tau fluor cs: -1.1%; GAA spleen mod: 5.5%; NPSR antag: -9.2%[46.1 µM]; GAA glycogen: -3.5%; ALDH1A1 inh: -0.5%; Epigenetic reg: 0.0%

How did COc1ccc(C)cc1S(=O)(=O)NC1CCCCC1C (stereo unspecified) do in these assays?
GLA spleen mod: -4.0%; GAA inhib: -25.0%; Tau fluor cs: -5.9%; GAA spleen mod: -4.0%; NPSR antag: -11.6%[46.1 µM]; GAA glycogen: -5.8%; ALDH1A1 inh: -2.9%; Epigenetic reg: -2.1%

Results for CC(=O)Nc1cccc(NC(=O)c2cc(-c3cccnc3)nc3ccc(Br)cc23)c1 ?
GLA spleen mod: 4.4%; GAA inhib: 1.3%; Tau fluor cs: inconclusive; GAA spleen mod: -6.4%; NPSR antag: -14.1%[46.1 µM]; GAA glycogen: 0.7%; ALDH1A1 inh: -2.3%; Epigenetic reg: 0.8%

Results for CCOC(=O)c1cn(CC)c2cc(Cl)c([N+](=O)[O-])cc2c1=O ?
GLA spleen mod: -4.5%; GAA inhib: 1.5%; Tau fluor cs: -5.5%; GAA spleen mod: -2.2%; NPSR antag: -2.5%; GAA glycogen: 11.8%; ALDH1A1 inh: 1.2%; Epigenetic reg: -1.0%

What do the screens show for `CC(C)(C)c1ccc(C(=O)CSc2n[nH]c(=O)[nH]c2=O)cc1`?
GLA spleen mod: 7.2%; GAA inhib: -4.9%; Tau fluor cs: -4.2%; GAA spleen mod: 0.5%; NPSR antag: -16.4%[46.1 µM]; GAA glycogen: -12.5%; ALDH1A1 inh: 2.7%; Epigenetic reg: 0.0%

What do the screens show for `Cn1c(SCC(=O)c2ccc3c(c2)OCCO3)nnc1C(F)(F)F`?
GLA spleen mod: 9.0%; GAA inhib: -11.9%; Tau fluor cs: -5.8%; GAA spleen mod: 4.6%; NPSR antag: -18.5%; GAA glycogen: -16.8%; ALDH1A1 inh: 22.4µM*; Epigenetic reg: 4.4%

What do the screens show for `CCOc1ccc(N2CC(C(=O)NCc3ccccc3)CC2=O)cc1` (stereo unspecified)?
GLA spleen mod: -3.1%; GAA inhib: -0.5%; Tau fluor cs: -1.3%; NPSR antag: 18.3%; GAA glycogen: 0.0%; ALDH1A1 inh: 9.5%; Epigenetic reg: -1.0%

How did O=C(Nc1ccc(-c2nc3ccccc3[nH]2)cc1)c1ccco1 do in these assays?
GLA spleen mod: 3.8%; GAA inhib: -7.3%; Tau fluor cs: -24.4%; GAA spleen mod: -1.8%; NPSR antag: -11.0%[46.1 µM]; GAA glycogen: -2.2%; ALDH1A1 inh: -17.9%; Epigenetic reg: 0.0%

What do the screens show for `O=C(NCCc1c[nH]c2ccccc12)C(=O)NCC1OCCN1S(=O)(=O)c1cc(F)ccc1F` (stereo unspecified)?
GLA spleen mod: 2.3%; Tau fluor cs: inconclusive; GAA spleen mod: 3.4%; NPSR antag: -13.6%; GAA glycogen: 0.3%; Epigenetic reg: -0.9%

Results for CC1(C)CC(=O)C2=C(C1)N(Cc1ccco1)C(=O)C2(O)C(F)(F)F (stereo unspecified) ?
GLA spleen mod: -8.3%; GAA inhib: -0.2%; Tau fluor cs: -10.8%; GAA spleen mod: -9.1%; NPSR antag: 0.8%[46.1 µM]; GAA glycogen: -4.6%; ALDH1A1 inh: -4.2%; Epigenetic reg: -1.5%

How did O=C(COC(=O)c1ccc(S(=O)(=O)N2CCOCC2)cc1)NCc1cccs1 do in these assays?
GLA spleen mod: 4.2%; GAA inhib: -3.9%; Tau fluor cs: -14.1%; GAA spleen mod: 7.4%; NPSR antag: 20.8%; GAA glycogen: 0.6%; ALDH1A1 inh: -4.3%; Epigenetic reg: -1.1%

An excerpt from above in order of length of the SMILES, lowest first:
Results for C=CCn1c(N)cc(=O)nc1SCC(=O)NC(C)c1ccccc1 (stereo unspecified) ?
GLA spleen mod: 4.4%; GAA inhib: 5.4%; Tau fluor cs: -3.5%; GAA spleen mod: -4.1%; NPSR antag: -12.8%[46.1 µM]; GAA glycogen: -4.9%; ALDH1A1 inh: -8.8%; Epigenetic reg: -6.0%

What do the screens show for `Cn1c(SCC(=O)c2ccc3c(c2)OCCO3)nnc1C(F)(F)F`?
GLA spleen mod: 9.0%; GAA inhib: -11.9%; Tau fluor cs: -5.8%; GAA spleen mod: 4.6%; NPSR antag: -18.5%; GAA glycogen: -16.8%; ALDH1A1 inh: 22.4µM*; Epigenetic reg: 4.4%

What do the screens show for `O=C(NCCc1c[nH]c2ccccc12)C(=O)NCC1OCCN1S(=O)(=O)c1cc(F)ccc1F` (stereo unspecified)?
GLA spleen mod: 2.3%; Tau fluor cs: inconclusive; GAA spleen mod: 3.4%; NPSR antag: -13.6%; GAA glycogen: 0.3%; Epigenetic reg: -0.9%

The list goes on.
Results for Cc1ccc(-c2nnc(C)c(N3CCCC3)n2)cc1 ?
GLA spleen mod: 2.6%; GAA inhib: -8.1%; Tau fluor cs: 2.4%; GAA spleen mod: -4.1%; NPSR antag: -9.6%; GAA glycogen: 1.0%; ALDH1A1 inh: -6.7%; Epigenetic reg: -2.8%

What do the screens show for `COc1cc(C)c(NC(=S)Nc2ccc(C)c(Cl)c2)cc1OC`?
GLA spleen mod: 4.8%; GAA inhib: -2.3%; Tau fluor cs: -20.5%; GAA spleen mod: 3.1%; NPSR antag: -5.0%; GAA glycogen: -26.5%; ALDH1A1 inh: inconclusive; Epigenetic reg: 0.0%

How did O=C1CC(c2ccccc2)CC(O)=C1C=NCc1ccc(Cl)c(Cl)c1 (stereo unspecified) do in these assays?
GLA spleen mod: 2.2%; GAA inhib: -2.0%; Tau fluor cs: -0.6%; GAA spleen mod: -10.1%; NPSR antag: -22.8%[46.1 µM]; GAA glycogen: 0.4%; ALDH1A1 inh: 0.7%; Epigenetic reg: -3.2%

Results for CCOc1ccc(CNC(=O)C2CC(=O)N(C3CCCC3)C2)cc1OC (stereo unspecified) ?
GLA spleen mod: 0.4%; GAA inhib: -2.9%; Tau fluor cs: -0.3%; GAA spleen mod: 0.2%; NPSR antag: inconclusive; GAA glycogen: 18.6%; ALDH1A1 inh: 2.2%; Epigenetic reg: -0.9%

Results for Cc1nn(-c2ccccc2)c(C)c1NC(=O)CCl ?
GLA spleen mod: -16.5%; GAA inhib: -7.9%; Tau fluor cs: 1.2%; GAA spleen mod: -5.7%; NPSR antag: -1.0%; GAA glycogen: 15.4%; ALDH1A1 inh: inconclusive; Epigenetic reg: 2.1%

Results for O=C(CN1C(=O)NC2(CCCC2)C1=O)N1CCN(S(=O)(=O)c2ccccc2)CC1 ?
GLA spleen mod: 3.2%; GAA inhib: -12.0%; Tau fluor cs: -9.8%; GAA spleen mod: -12.2%; NPSR antag: 8.9%; GAA glycogen: -5.7%; ALDH1A1 inh: 12.1%; Epigenetic reg: -1.4%

How did N#CC(C(=O)NCCc1ccccc1)c1nc2ccccc2nc1N1CCOCC1 (stereo unspecified) do in these assays?
GLA spleen mod: 9.4%; GAA inhib: -1.0%; Tau fluor cs: -10.9%; GAA spleen mod: -9.2%; NPSR antag: -2.1%[46.1 µM]; GAA glycogen: -1.1%; ALDH1A1 inh: 9.6%; Epigenetic reg: 35.3%

Results for Cc1ccc(-c2n[nH]c3c2C(c2cccc(O)c2)N(c2ccc(C(=O)O)cc2)C3=O)cc1 (stereo unspecified) ?
GLA spleen mod: 12.0%; Tau fluor cs: -4.7%&-2.6%; GAA spleen mod: 5.7%; NPSR antag: -5.6%; GAA glycogen: 0.3%; Epigenetic reg: 0.0%&7.3%
